OX1R antag-1 = blocks the human orexin 1 receptor; inhibition, % at 6.6 µM; hit rate 1.8% among 330,000; AID 485270; OX1R-expressing cells, FRET antagonist read-out; in the data active = inhibition mostly above about 38%, no sharp cut-off; inactive = mostly below about 40%;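 also: 0% = agonist challenge alone and 100% = reference antagonist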
Target sequence (O43613 whole entry, looked up): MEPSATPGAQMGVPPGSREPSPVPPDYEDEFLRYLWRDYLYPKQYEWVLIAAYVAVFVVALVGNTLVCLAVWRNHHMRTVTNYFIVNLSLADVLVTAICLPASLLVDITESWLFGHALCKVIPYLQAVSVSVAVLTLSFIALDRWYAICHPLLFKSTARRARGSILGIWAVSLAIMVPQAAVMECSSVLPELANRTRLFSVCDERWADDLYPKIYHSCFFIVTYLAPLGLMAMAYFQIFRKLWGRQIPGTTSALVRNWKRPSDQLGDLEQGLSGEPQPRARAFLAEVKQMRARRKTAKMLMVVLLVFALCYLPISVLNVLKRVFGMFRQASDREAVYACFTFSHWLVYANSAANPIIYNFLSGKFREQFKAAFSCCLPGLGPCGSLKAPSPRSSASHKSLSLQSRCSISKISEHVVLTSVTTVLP
OX1R antag-2 = human HCRTR1 antagonism | hit rate 0.43% among 330,000 | CHO/OX1R cells, Fluo-8 calcium fluorescence, orexin A | inhibition, % at 5 µM | O43613 | AID 434989;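 active = inhibition above its plate's threshold, mean inhibition of all tested compounds on the plate plus 3 SD, cut at about 37% in these data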;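 also: 0% = orexin A challenge wells and 100% = SB-334867-A antagonist wells; not every result past the cut was called active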
The depositor's hits bear a star.

1	COc1ccc(CCNC(=O)COC(=O)c2ccco2)cc1OC
2	O=C(CN1C(=O)S/C(=C\c2ccc(Cl)cc2)C1=O)NC1C=CS(=O)(=O)C1 (configuration not stated)
3	O=C(NCCc1ccccc1)c1oc2ccccc2c1COc1ccccc1
4	COc1ccc(-c2noc(CCC(N)=O)n2)cc1OC
5	CCCOc1ccccc1OCC(=O)Nc1ccc(S(=O)(=O)N2CCCCC2)cc1
6	O=C(NCCc1ccc(Cl)cc1Cl)C1=CC=CN2CCS(=O)(=O)N=C12
7	Cn1cnc(C(=O)NCc2ccc(CNC(=O)OC(C)(C)C)cc2)c1C(=O)NCc1ccc(CNC(=O)OC(C)(C)C)cc1
8	O=C(NCc1nnc(SCC(=O)N2CCC(Cc3ccccc3)CC2)o1)c1ccco1

Compound,1,2,3,4,5,6,7,8
OX1R antag-1,3,11,35,5,7,4,4,31
OX1R antag-2,-21,-9,0,-2,-21,4,-11,-26

9	COc1ccccc1N1CCN(S(=O)(=O)c2ccc3c(c2)n(C)c(=O)n3C)CC1
10	CCCN1Cc2cccc(C(=O)Nc3ccc4c(c3)OCCO4)c2C1=O
11	O=C(NCCS(=O)(=O)N1CCN(c2ccccc2)CC1)c1ccco1
12	CCCCCc1cc(=O)oc2c(C(CCN3CCN(c4ccccc4)CC3)c3ccc(N(C)C)cc3)c(OC)cc(OC)c12 (configuration not stated)
13	c1ccc(OCCCn2nnc(-c3cccnc3)n2)cc1
14	CC1CCN(C(=O)CSc2nncn2-c2ccccn2)CC1
15	C=C1CCN(c2ccc(C(=O)NCc3ccc(C)cc3)cc2[N+](=O)[O-])CC1
16	C=CCN1C(=O)CN=C1Nc1cccc(C)c1

Compound,9,10,11,12,13,14,15,16
OX1R antag-1,8,4,21,7,7,9,37,9
OX1R antag-2,-37,-1,-24,-22,-6,-8,-25,-17

17	O=C(NCc1ccc2c(c1)OCO2)C1CC(=O)N(CCc2ccc(F)cc2)C1 (configuration not stated)
18	O=S(=O)(NCC(O)c1ccccc1)c1cc(Cl)sc1Cl (configuration not stated)
19	CC(C)CC(=O)Nc1cc(C(F)(F)F)ccc1N1CCOCC1
20	Cn1c(=O)[nH]c(=O)c2c1nc(N1CCCCCC1)n2CC(N)=O
21	O=C(CN1C(=O)C2CC=CCC2C1=O)Nc1nnc(C2CC2)s1 (configuration not stated)
22	Cc1cc(NCC2CCCCC2)nc2ccccc12
23	O=C(Nc1ccc(F)c(Cl)c1)c1ccc2c(c1)OCO2
24	CCOC(=O)Nc1cc(OCC)c(NC(=O)C2CC2)cc1OCC

Compound,17,18,19,20,21,22,23,24
OX1R antag-1,2,9,13,22,3,11,4,6
OX1R antag-2,-12,-13,-5,-16,-28,-23,-20,-18

Compound profiles (already shown):
`O=C(NCc1ccc2c(c1)OCO2)C1CC(=O)N(CCc2ccc(F)cc2)C1` (configuration not stated) across the screens: OX1R antag-1: 2; OX1R antag-2: -12
`O=C(CN1C(=O)C2CC=CCC2C1=O)Nc1nnc(C2CC2)s1` (configuration not stated) across the screens: OX1R antag-1: 3; OX1R antag-2: -28

(more compounds)
25	CC1CC(=NNC(=O)C2COc3ccccc3O2)CC(C)(C)C1 (configuration not stated)
26	COc1ccc(NCC(=O)n2c(C)c(C)c3ccccc32)cc1OC
27	Cc1ccc(C(=O)Nc2nnc(Cc3ccccc3)s2)cc1
28	CC1CCN(c2nc3ccc(C(=O)O)cc3s2)CC1
29	CCC1CCCCN1C(=O)CSc1nnc(-c2ccc3c(c2)OCCO3)o1 (configuration not stated)
30	COc1ccccc1NC(=O)NCCC1=CCCCC1
31	FC(F)(F)c1cccc(NC(=S)Nc2cccc(Cl)c2)c1
32	COc1ccc2c(c1)C1(Nc3ccccc3-c3nc4ccccc4n31)C(=O)N2 (configuration not stated)

Compound,25,26,27,28,29,30,31,32
OX1R antag-1,6,7,6,-6,28,20,12,10
OX1R antag-2,-8,-13,-25,-15,-32,-24,-6,-12

33	COC(=O)C1=C(C)NC(C)=C(C(=O)OC)C1c1ccc(-c2cccc(Cl)c2Cl)o1
34	COc1cc(CN2CCCC(C)C2)ccc1OCc1ccccc1 (configuration not stated)
35	Cc1ccc(-c2nnc(SCC(=O)N3c4ccccc4NC(=O)C3(C)C)n2N)cc1
36	COc1cc(NC(=O)c2ccccc2)c(OC)cc1NC(=O)CN1CCN(c2ccccn2)CC1
37	CN(C)C=Nc1c(Br)cc(Br)c2nonc12
38	COc1cc(/C=N/NC(=O)c2nnn(-c3nonc3N)c2C(C)C)ccc1OCc1ccc(F)cc1
39	O=C(NC1CCCCC1)N1CCC(n2c(=O)[nH]c3ccccc32)CC1
40	CN(C(=O)/C=C/c1ccccc1)C1CCCCC1

Compound,33,34,35,36,37,38,39,40
OX1R antag-1,27,12,9,35,43,8,5,10
OX1R antag-2,-16,-6,-13,-17,58*,35,-14,-12

41	O=C(Cc1cccs1)N1CCN(c2ccc(F)cc2)CC1
42	N=C(N)SCCc1cccc(CCSC(=N)N)c1
43	C/C(=C\C#N)n1nc(C)cc1N
44	Cc1ccc(S(=O)(=O)N2CCN(CCOc3c(Cl)cccc3Cl)CC2)cc1C
45	CN(Cc1c(F)cccc1Cl)S(=O)(=O)c1cccs1
46	CCC(=O)c1ccc(OCC(O)Cn2c(C)nc3ccccc32)cc1 (configuration not stated)
47	CC(=O)NC(Cc1ccccc1)C(=O)N1CCN(C(=O)c2cccs2)CC1 (configuration not stated)
48	Cc1csc(NC(=O)c2cccc(S(=O)(=O)N3CCN(C)CC3)c2)n1

Compound,41,42,43,44,45,46,47,48
OX1R antag-1,30,22,0,-1,13,32,11,17
OX1R antag-2,-5,-5,-1,-7,13,3,-22,-7

Some of these compounds in order of number of heavy atoms, largest number first.
12	CCCCCc1cc(=O)oc2c(C(CCN3CCN(c4ccccc4)CC3)c3ccc(N(C)C)cc3)c(OC)cc(OC)c12 (configuration not stated)
38	COc1cc(/C=N/NC(=O)c2nnn(-c3nonc3N)c2C(C)C)ccc1OCc1ccc(F)cc1
36	COc1cc(NC(=O)c2ccccc2)c(OC)cc1NC(=O)CN1CCN(c2ccccn2)CC1
9	COc1ccccc1N1CCN(S(=O)(=O)c2ccc3c(c2)n(C)c(=O)n3C)CC1
3	O=C(NCCc1ccccc1)c1oc2ccccc2c1COc1ccccc1
29	CCC1CCCCN1C(=O)CSc1nnc(-c2ccc3c(c2)OCCO3)o1 (configuration not stated)
2	O=C(CN1C(=O)S/C(=C\c2ccc(Cl)cc2)C1=O)NC1C=CS(=O)(=O)C1 (configuration not stated)
48	Cc1csc(NC(=O)c2cccc(S(=O)(=O)N3CCN(C)CC3)c2)n1
1	COc1ccc(CCNC(=O)COC(=O)c2ccco2)cc1OC
25	CC1CC(=NNC(=O)C2COc3ccccc3O2)CC(C)(C)C1 (configuration not stated)

Compound,12,38,36,9,3,29,2,48,1,25
OX1R antag-1,7,8,35,8,35,28,11,17,3,6
OX1R antag-2,-22,35,-17,-37,0,-32,-9,-7,-21,-8

27	Cc1ccc(C(=O)Nc2nnc(Cc3ccccc3)s2)cc1
41	O=C(Cc1cccs1)N1CCN(c2ccc(F)cc2)CC1
18	O=S(=O)(NCC(O)c1ccccc1)c1cc(Cl)sc1Cl (configuration not stated)
28	CC1CCN(c2nc3ccc(C(=O)O)cc3s2)CC1
40	CN(C(=O)/C=C/c1ccccc1)C1CCCCC1
16	C=CCN1C(=O)CN=C1Nc1cccc(C)c1
43	C/C(=C\C#N)n1nc(C)cc1N

Compound,27,41,18,28,40,16,43
OX1R antag-1,6,30,9,-6,10,9,0
OX1R antag-2,-25,-5,-13,-15,-12,-17,-1

Continuation.
49	COC(=O)c1ccc(/C(O)=C(\C#N)c2nc3ccccc3s2)cc1
50	COc1ccc(-c2nnc(SC(C)C(=O)NNC(=O)c3ccc(C)cc3)o2)cc1 (configuration not stated)
51	O=C(c1cc2cc(Cl)ccc2[nH]1)N1CCN(c2ccccc2F)CC1
52	Cc1c(C(=O)OC(C)C)sc2nc[nH]c(=O)c12
53	O=c1c2ccccc2ncn1-c1cccc(Br)c1
54	O=S(=O)(NCCS(=O)(=O)N1CCN(c2ccccc2)CC1)c1ccccc1
55	Cc1cc(-c2nn(-c3ccccc3F)cc2CNCCc2cnccn2)c(C)s1
56	COc1ccc(CN2C(=O)COc3ccccc32)cc1

Compound,49,50,51,52,53,54,55,56
OX1R antag-1,50,7,2,10,25,13,13,4
OX1R antag-2,-11,-24,-16,5,-1,-22,-22,-20

57	Cc1cc2nc3n(c2cc1C)CCCN3
58	COc1cc(C(=O)N/N=C/c2ccsc2C)cc(OC)c1OC
59	O=C(N/C(=C/c1ccc(Cl)cc1)C(=O)N1CCOCC1)c1ccccc1
60	CC(NC(=O)c1ccccc1)c1nnc(SCC(=O)Nc2nnc(C3CC3)s2)n1C (configuration not stated)
61	COc1ccc(CNC(=O)C(=O)NC2CC(C)(C)NC(C)(C)C2)cc1
62	COc1cccc(OC)c1-c1nn2c(-c3cc(-c4ccccc4)n[nH]3)nnc2s1
63	COc1ccc(-c2cn(-c3ccc(C)c(C)c3)c(=S)[nH]2)cc1OC
64	CSCCC(NS(=O)(=O)c1ccc(Cl)cc1)C(=O)OCC(=O)NC1CCCCC1 (configuration not stated)

Compound,57,58,59,60,61,62,63,64
OX1R antag-1,15,21,6,4,5,42,-3,19
OX1R antag-2,-2,-3,-13,-4,3,-5,2,-42

65	C=CCn1c(Oc2ccc(C=O)cc2OCC)nc2c1c(=O)n(C)c(=O)n2C
66	Cn1c(NC(=O)C[n+]2cc(-c3ccc(F)cc3)n3c2CCC3)cc(=O)n(C)c1=O
67	CC(C)Cc1nc2sc3c(c2c(=O)n1N)CC(C(C)C)OC3 (configuration not stated)
68	Cc1cccc(NC(=O)c2ccccc2O)c1C
69	COc1cc(C(=O)Nc2scc(-c3ccc(C)cc3)c2C(=O)O)cc(OC)c1OC
70	CCN(CC)CCOCCOc1ccc(Cl)c2ccccc12
71	COC(=O)N1[C@H](C)C=C[C@]1(Cc1ccccc1)C(=O)NCCCNc1ncc(C(F)(F)F)cc1Cl
72	CN(Cc1nc(-c2cnccn2)no1)CC1CCN(Cc2ccccc2)CC1

Compound,65,66,67,68,69,70,71,72
OX1R antag-1,1,10,-4,20,27,22,1,5
OX1R antag-2,-26,6,-5,-3,4,-7,-60,-20

73	CCOc1ccc2nc(NC(=O)CSc3ccccc3)sc2c1
74	Cn1cccc1Cc1nnc(SCC(=O)N2CCOCC2)n1-c1ccc(F)cc1
75	Cc1ccc(C)c(NC(=O)C2CC3CCC2C3)c1 (configuration not stated)
76	COc1ccc(-c2c(C)nn(-c3ccccc3)c2NC(C)=O)cc1OC
77	Cc1cc(NC(=O)CN2C(=O)[C@@H]3[C@H](C2=O)[C@@H]2C[C@H]3C(Br)C2Br)no1 (some centres not stated)
78	O=[N+]([O-])c1cccnc1Oc1ccccc1F
79	Cc1sc2nc(CN(Cc3cccs3)C(=O)NC3CCCCC3)[nH]c(=O)c2c1C
80	COc1ccccc1NC(=O)NNC(=O)c1ccc2c(c1)NC(=O)C(C)(C)O2

Compound,73,74,75,76,77,78,79,80
OX1R antag-1,24,11,4,8,6,7,11,14
OX1R antag-2,0,-7,-1,-16,-5,-9,3,0

81	C=C(C)CSc1nc(N)cc(=O)[nH]1
82	Cc1cc(C(=O)COc2ccccc2Cl)c(C)n1-c1ccc2c(c1)OCO2
83	CCOC(=O)NC(c1cccc(Cl)c1)C1CCCCCC1=O (configuration not stated)
84	OCCc1ccccc1
85	Cc1cccc(NC(=O)CSc2nnc(-c3ccco3)o2)c1C
86	COc1ccc(NC(=O)c2cc3n(n2)C(C(F)(F)F)CC(c2ccco2)N3)cc1 (configuration not stated)
87	Cc1cc(C)c(NC(=O)CN)c(C)c1
88	CC1CCCC(N2CCN(C(=O)c3cccc(F)c3)CC2)C1 (configuration not stated)

Compound,81,82,83,84,85,86,87,88
OX1R antag-1,3,23,11,6,4,22,11,2
OX1R antag-2,-10,7,-31,4,-15,-33,-14,1

89	O=[N+]([O-])c1ccc(Nc2ccccc2F)nc1
90	CCOc1ccc(-n2c(SC)nc3c(c2=O)SCC3)cc1
91	C[C@H](CO)N1C[C@H](C)[C@@H](CN(C)Cc2ccccc2)Oc2c(NS(=O)(=O)c3ccc(F)cc3)cccc2C1=O
92	CC(CNC(=O)c1ccc(C(C)(C)C)cc1)CN(C)C (configuration not stated)
93	FC(F)(F)c1ccc(C2[C@H]3CN(Cc4ccc(-c5ccccc5)cc4)[C@H](c4ccccc4)C34CC2(c2cccnc2)C4)cc1 (some centres not stated)
94	COc1ccc(CCN(CC(=O)NC2CCCC2)C(=O)CCC(=O)Nc2cc(C)on2)cc1OC
95	O=c1[nH]c2ccccc2n1CCCOc1ccccc1
96	COc1ccc(/C=C/C(=O)Nc2cccnc2Cl)cc1
97	Cn1cc(S(=O)(=O)N2CCc3ccccc32)cc1C(=O)NC1CCCCC1
98	CN1CC(=O)N(CC(=O)N2CCC(Cc3ccccc3)CC2)C1=O
99	O=C(CCc1nnc(CCC2CCCCC2)o1)NCCn1cccn1

Compound,89,90,91,92,93,94,95,96,97,98,99
OX1R antag-1,31,5,4,17,24,27,23,17,8,10,11
OX1R antag-2,0,0,-24,-35,-14,-18,-11,-12,-12,-9,-21
